Bioassay records deposited in PubChem BioAssay by several laboratories.
UTI89 phage lysis: inhibition of K1F phage lysis, E. coli UTI89, bacterial capsule biogenesis inhibitors, alamar blue (AID 488966); E. coli UTI89 K1F phage lysis, alamar blue, 2 h; higher % means a stronger effect; 340,000 compounds, 0.02% hits; one-dose inhibition, % at 100 µM; IC50 in µM for titrated hits;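 active = phage lysis inhibition, versus mean bacterial control, above a set limit; inconclusive = no clear call, values can overlap the other calls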;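 note: capsule biogenesis inhibitors block K1F phage lysis so surviving cells raise fluorescence; higher fluorescence means more inhibition of phage lysis; actives were called in the ten point dose series up to 300 µM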
GPR55 beta-arrestin: GPR55 agonists via beta-arrestin recruitment, primary screen, imaging, U2OS cells, beta-arrestin-GFP redistribution (AID 1961); 290,000 compounds, 0.048% hits; activation, % at 10 µM, or EC50 in µM where a hit was titrated; U2OS GPR55 beta-arrestin-GFP redistribution imaging; higher % means a stronger effect; G-protein coupled receptor 55 (Homo sapiens);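 active = activation above 40% with more than 50 cells counted in the well; inconclusive = wells holding fewer than 50 cells, flagged as toxic or sparse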;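 note: U2OS osteosarcoma cells stably expressing GPR55 and beta-arrestin-GFP; plate controls were DMSO negative control for no effect and LPI positive control for full effect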
NTR1 agonist: agonists of NTR1, primary screen, imaging, U2OS cells, beta-arrestin-GFP, high content (AID 493036). 330,000 compounds, 0.17% hits. NTR1-U2OS beta-arrestin-GFP spot imaging, agonist mode. Neurotensin receptor type 1 (Homo sapiens), P30989. activation, % at 20 µM;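 active = activation at or above 40% of the spot to cytoplasm intensity ratio, with at least 20 cells analyzed; inconclusive = wells under 20 cells, flagged as cytotoxic or low count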;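 note: 0% = DMSO without peptide and 100% = 100 nM NTR1 peptide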
Target sequence (P30989 whole entry, looked up): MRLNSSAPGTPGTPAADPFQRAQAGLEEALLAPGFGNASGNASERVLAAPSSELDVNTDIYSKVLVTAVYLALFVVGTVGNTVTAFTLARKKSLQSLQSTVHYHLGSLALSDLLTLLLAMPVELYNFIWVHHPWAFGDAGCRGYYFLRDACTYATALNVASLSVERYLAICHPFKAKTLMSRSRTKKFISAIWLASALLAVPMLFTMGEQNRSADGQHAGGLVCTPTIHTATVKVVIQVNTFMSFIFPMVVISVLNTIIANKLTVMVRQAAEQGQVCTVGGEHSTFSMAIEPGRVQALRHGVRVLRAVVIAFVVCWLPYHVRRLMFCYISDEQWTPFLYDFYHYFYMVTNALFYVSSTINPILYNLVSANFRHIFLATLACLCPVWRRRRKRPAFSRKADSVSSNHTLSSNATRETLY
GPR35 antagonists: GPR35 antagonists blocking zaprinast-driven arrestin recruitment, primary screen, imaging, U2OS, beta-arrestin-GFP, zaprinast agonist (AID 2058). G-protein coupled receptor 35 (Homo sapiens). U2OS GPR35 beta-arrestin-GFP translocation imaging, zaprinast antagonism; higher % means a stronger effect. one-dose inhibition, % at 10 µM; IC50 in µM for titrated hits. 290,000 compounds, 0.052% hits;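 active = inhibition of at least 50% with at least 30 cells and total cytoplasm GFP at most 10,000,000; inconclusive = under 30 cells or total GFP of 10,000,000 plus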
HIV fusion peptide: inhibitors of HIV fusion peptide binding, primary screen, biochemical, uHTS, fluorescence dequenching (AID 1986); cell-free peptide binding, fluorescence dequenching, 30 min; higher % means a stronger effect; inhibition, % at 20 µM; hits with a dose series show IC50 in µM; 290,000 compounds, 0.3% hits; in the data active = inhibition mostly above about 52%, no sharp cut-off; inactive = mostly below about 76%; note: some results filed as inactive read as strong as hits
Dengue-2 NS5 capping: Dengue-2 NS5 methyltransferase inhibitors, primary screen, biochemical, confirmation dose response (AID 588689); inhibition, % at 25 µM; hits with a dose series show IC50 in µM; Genome polyprotein (Dengue virus type 2 (strain 16681-PDK53)); Dengue-2 NS5 methyltransferase capping enzyme assay, biochemical; higher % means a stronger effect; 340,000 compounds, 0.3% hits; in the data active = a potency from the dose series; inconclusive = inhibition above about 29% without an active follow-up result
Siah-1 displacement: Siah-1 peptide-binding antagonists, primary screen, biochemical, fluorescence polarization, rhodamine-plectin, uHTS (AID 1817). Siah-1 / rhodamine-plectin peptide fluorescence polarization; higher % means a stronger effect. displacement, % at 20 µM; hits with a dose series show IC50 in µM. 290,000 compounds, 0.02% hits;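 active = displacement of at least 50% at 20 µM, with a fluorescence ratio check between 0.3 and a set limit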;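 note: plate controls were Siah plus tracer with DMSO for no effect and tracer alone without Siah for full effect; strong numbers were not always called active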
AID2073: inhibitors of Mint1-CaV2.2 protein interaction, biochemical, HTRF (AID 2073) | HTRF protein-protein interaction, Mint1-CaV2.2; higher % means a stronger effect | 290,000 compounds, 0.19% hits | inhibition, % at 20 µM; hits with a dose series show IC50 in µM | Voltage-dependent N-type calcium channel subunit alpha-1B (Homo sapiens); in the data active = inhibition mostly above about 51%, no sharp cut-off; inconclusive = no clear call, values can overlap the other calls; inactive = mostly below about 53%; note: some results filed as inactive read as strong as hits
GPR55 antagonists: GPR55 antagonists blocking LPI-driven arrestin recruitment, primary screen, imaging, U2OS, beta-arrestin-GFP, LPI agonist (AID 2013); G-protein coupled receptor 55 (Homo sapiens); U2OS GPR55 beta-arrestin-GFP translocation imaging, LPI antagonism; higher % means a stronger effect; inhibition, % at 10 µM, or IC50 in µM where a hit was titrated; 290,000 compounds, 0.13% hits;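 active = spots per cell inhibited over 60%, with over 100 cells counted and total cytoplasm intensity under 500,000; inconclusive = wells with under 100 cells, flagged as likely toxic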;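 note: U2OS cells stably carrying GPR55 and arrestin-GFP stimulated by 5 µM LPI near EC80; imaged beta-arrestin-GFP aggregate spots per cell after agonist stimulation; plate controls were LPI-stimulated DMSO wells for no effect and DMSO wells without LPI for full effect; some results filed as inactive read as strong as hits; confirmed hits need IC50 under 10 µM and bright autofluorescent wells are also inconclusive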
NTR1 agonist cell count 20 µM: second read-out of NTR1 agonist, no call of its own (marks repeat the call); cell count; measured here: cell count, cytotoxicity flag
Dengue-2 NS5 capping pilot replicate: also measured in Dengue-2 NS5 capping; calls as there; inhibition, %; measured here: pilot screen replicate inhibition
* = called active by the depositor; ? = inconclusive; . = not tested or not shown; [ ] = remark or other dose.

SMILES | UTI89 phage lysis | GPR55 beta-arrestin | NTR1 agonist | NTR1 agonist cell count 20 µM | GPR35 antagonists | HIV fusion peptide | Dengue-2 NS5 capping | Siah-1 displacement | AID2073 | GPR55 antagonists | others
CCn1c(COc2ccc(Cl)cc2)nnc1SCC(=O)Nc1ccc2c(c1)OCCO2 | 0.2% | 0.3% | 2.9 | 44 | -14% | 0.4% | -1% | -2% | 16% | 0%
Cc1ccccc1NC(=O)NCCCN1CCCC1=O | 0.1% | -0.1% | 1.1 | 49 | 2% | 0.2% | -6% | -2% | ? | 11%
O=C1C(=O)N(CCCn2ccnc2)C(c2ccc(Cl)cc2)/C1=C(\O)c1ccc2c(c1)OCCO2 (configuration not stated) | 0.8% | -0.1% | 0.3 | 67 | 0% | -2.6% | -9% | 6% | 2% | 11%
O=C(NCc1cccs1)C1CCCN(c2nc3ccccc3o2)C1 (configuration not stated) | 4.5% | -0.1% | 2.3 | 65 | 4% | 1.1% | 3% | -2% | 13% | 7%
Cc1n[nH]c(C)c1CCN(C)Cc1cn(C)nc1-c1ccc2c(c1)OCCO2 | 0.2% | 0.2% | 1.1 | 54 | 6% | 0.7% | -1% | 6% | 5% | -12%
Cc1nc(C)c(CC(=O)N2CCc3c([nH]c4ccccc34)C2c2ccccn2)s1 (configuration not stated) | -0.2% | -0.3% | -1.3 | 79 | 1% | 3.1% | 1% | 0% | -10% | 7%
Cc1ccc(/C=N/NS(=O)(=O)c2ccc([N+](=O)[O-])cc2)o1 | 4.6% | 0.4% | -0.8 | 57 | -2% | -2.2% | -10% | 14% | -4% | 7%
COc1cc2c(C#N)c(N3CCc4ccccc4C3)nc(N)c2c(N)n1 | 0.0% | 0.3% | 4.8 | 76 | -5% | 46% | -2% | -13% | 62% | 4%
CCC(C)Nc1nc2c(c(=O)n(C)c(=O)n2C)n1Cc1ccc(Cl)cc1 (configuration not stated) | -0.1% | -0.1% | 0.9 | 90 | -11% | -2.0% | -3% | -1% | -1% | 3%
COc1ccc(N2CCN(C3CC(=O)NC3=O)CC2)cc1 (configuration not stated) | -0.4% | -0.2% | 0.0 | 82 | -11% | 4.7% | 3% | 2% | 17% | 3% | Dengue-2 NS5 capping pilot replicate=-3.8
CCCCN(C)CCCNC(=O)CC1Oc2ccccc2NC1=O (configuration not stated) | 3.2% | 0.3% | -1.8 | 60 | 1% | 1.2% | 1% | -3% | -4% | 13%
O=C(NCCCn1ccnc1)C(=O)c1cn(CC(=O)N2CCCCCC2)c2ccccc12 | 0.1% | 0.5% | 1.7 | 62 | -3% | -2.0% | -4% | -2% | 4% | 1%
Cc1cc(=O)oc2c3c(cc(OCC(=O)NCCCn4ccnc4)c12)OC(C)(C)CC3 | -0.4% | -0.2% | -2.8 | 105 | -7% | -0.3% | 3% | -5% | 40% | 1%
Cc1cc(SCC(=O)c2cccs2)n2nc(C)c(-c3ccccc3)c2n1 | -2.0% | -0.4% | 4.4 | 42 | -5% | 27% | -9% | -12% | -5% | -2%
CCOC(=O)c1csc(NC(=O)CN2CCCCC2)n1 | 0.0% | 0.0% | -1.8 | 89 | -2% | -1.0% | 2% | 1% | 5% | 16%
N#CC(CC(=O)c1ccc(F)cc1)c1ccc2c(c1)OCO2 (configuration not stated) | 0.0% | 0.4% | -0.8 | 68 | 13% | -2.9% | -3% | 3% | -4% | 2%
COc1ccc(Cn2c(=S)[nH]c3cc(C(=O)NCc4cccnc4)ccc3c2=O)cc1 | 0.3% | 0.3% | 7.0 | 65 | 4% | -1.7% | -7% | 3% | 29% | 18%
Cc1cc(C)nc(Nc2n[nH]c(-c3cccc4ccccc34)n2)n1 | 1.4% | -0.1% | 2.0 | 64 | 3% | -0.1% | 1% | 0% | 2% | -5%
CCOc1cc(CNCc2ccccn2)cc(Cl)c1OCC | 0.0% | 0.5% | -0.2 | 49 | -9% | 0.8% | -6% | 5% | 5% | 6%
CC(C)(C)NCC(O)(c1ccc(Cl)cc1)c1ccc(Cl)cc1 | 1.9% | 0.5% | 1.7 | 59 | 7% | 0.0% | -5% | -4% | 3% | 28%
O=C(Nc1cccc2c1CCCC2)c1ccncc1 | 0.2% | -0.1% | 0.0 | 49 | 6% | -0.1% | -2% | 7% | 12% | 5%
O=C(O)c1ccc(NS(=O)(=O)c2cccc(S(=O)(=O)c3ccc(Cl)c(Cl)c3)c2)cc1 | 0.0% | 0.3% | 1.8 | 48 | -4% | 17% | 6% | -4% | 7% | -4%
Cc1ccnn1CCC(=O)N1CCCC(CCC(=O)N2CCN(c3ccccn3)CC2)C1 (configuration not stated) | 0.3% | -0.2% | 1.4 | 33 | 2% | -0.9% | -6% | 0% | 5% | 0%
CCOC(=O)c1cnc(-n2nc(C)cc2C)nc1Nc1ccc(O)cc1 | -0.2% | 0.3% | 8.6 | 51 | -6% | 0.1% | -7% | 5% | 11% | 3%
CC1C(=O)OC2C1CCC1(C)CCC(=O)C(C)C21 (configuration not stated) | 0.3% | 0.0% | 1.0 | 92 | 17% | 0.4% | -1% | 2% | 7% | -4%

3 entries from above, arranged by formula weight, high to low.
SMILES | UTI89 phage lysis | GPR55 beta-arrestin | NTR1 agonist | NTR1 agonist cell count 20 µM | GPR35 antagonists | HIV fusion peptide | Dengue-2 NS5 capping | Siah-1 displacement | AID2073 | GPR55 antagonists | others
Cc1ccnn1CCC(=O)N1CCCC(CCC(=O)N2CCN(c3ccccn3)CC2)C1 (configuration not stated) | 0.3% | -0.2% | 1.4 | 33 | 2% | -0.9% | -6% | 0% | 5% | 0%
Cc1cc(C)nc(Nc2n[nH]c(-c3cccc4ccccc34)n2)n1 | 1.4% | -0.1% | 2.0 | 64 | 3% | -0.1% | 1% | 0% | 2% | -5%
Cc1ccccc1NC(=O)NCCCN1CCCC1=O | 0.1% | -0.1% | 1.1 | 49 | 2% | 0.2% | -6% | -2% | ? | 11%

Next entries follow.
SMILES | UTI89 phage lysis | GPR55 beta-arrestin | NTR1 agonist | NTR1 agonist cell count 20 µM | GPR35 antagonists | HIV fusion peptide | Dengue-2 NS5 capping | Siah-1 displacement | AID2073 | GPR55 antagonists | others
Cc1cccc(C)c1N1CCN(S(=O)(=O)c2ccccc2)CC1 | 1.0% | -0.2% | 8.5 | 40 | -6% | 1.5% | -2% | -2% | 13% | -3%
COc1ccc(NC(=O)CSc2nc3n[nH]c(C)c3c(=N)n2-c2ccc(Cl)c(C)c2)cc1OC | 0.1% | -0.1% | 13 | 73 | -3% | 0.5% | -4% | 7% | 27% | 2%
O=C(NCc1cccnc1)C1CC(c2cccc(Br)c2)=NO1 (configuration not stated) | 1.2% | 0.3% | 0.6 | 63 | 8% | 1.7% | 1% | 4% | 0% | -6%
CCCCC(=O)Nc1cc([N+](=O)[O-])ccc1Cl | 0.3%[50 µM] | 0.1% | -0.2 | 61 | 11% | 3.0% | -7% | 3% | -5% | 8%
COC(=O)CSc1nc2c(c(-c3ccc(O)cc3)c1C#N)CCCC2 | 1.0% | -0.1% | 4.2 | 34 | -20% | -1.8% | 6% | 8% | 7% | 6%
CC1CN(c2cc3nccnc3cc2F)CC(C)O1 (configuration not stated) | 0.8% | -0.1% | -0.7 | 61 | 11% | -0.6% | -5% | -3% | 12% | 7%
CCSc1nc2sc3c(c2c(=O)n1C1CCCCC1)CCN(C)C3 | 0.4% | -0.2% | . | . | 7% | -2.4% | -14% | -1% | 6% | -6%
N=C(N)SCc1nc2ccccn2c1Br | 0.5% | -0.1% | 0.8 | 51 | -1% | 1.6% | 2% | 2% | 2% | 2%
Cc1ccccc1C(=O)NNC(=O)C1CCCN(c2ncccn2)C1 (configuration not stated) | 1.8% | 0.3% | 3.7 | 54 | -11% | 1.4% | 3% | 5% | 8% | 24%
N#Cc1ccc(-c2csc(NC(=O)c3ccc(N4C(=O)CCC4=O)cc3)n2)cc1 | -0.2% | -0.1% | 1.6 | 66 | -9% | -0.9% | 2% | 0% | 12% | -6%
CCCNC(=O)Cn1cccc1C(=O)c1ccccc1 | -0.4% | -0.2% | -1.1 | 51 | 2% | 0.4% | -7% | 0% | 0% | 12%
CCN(CC)CCNC(=O)c1[nH]c2ccc(OCc3ccccc3)cc2c1C | 6.4% | -0.5% | -0.6 | 54 | 8% | -2.0% | . | -2% | 19% | 51%
Cc1ccc(CNC(=O)CSc2nc3c(sc4ccccc43)c(=O)n2CCCN2CCCC2)cc1 | -0.1% | -0.4% | 17 | 68 | -5% | 2.1% | -7% | 8% | 3% | 7%
O=C(O)c1ccc(COc2ccc3ccccc3c2)o1 | -0.1% | 0.0% | 1.6 | 51 | 23% | 4.0% | -7% | 1% | 7% | -1%
CNc1ccc(C(O)(C(F)(F)F)C(F)(F)F)cc1C(O)(C(F)(F)F)C(F)(F)F | -0.3% | 0.0% | 5.5 | 84 | 13% | 1.2% | -13% | 2% | ? | 32%
CN(CCC1CCOCC1)C(=O)c1cc(COc2c(F)cccc2F)on1 | 0.3% | -0.1% | -0.2 | 54 | -10% | 1.2% | -1% | -2% | 6% | 4%
CCCn1nnnc1NC(=O)CSc1ccc(Cl)cc1 | 4.3% | -0.1% | 0.1 | 58 | 13% | 2.8% | 5% | -2% | 0% | 13%
COc1ccc(-c2nn(-c3ccccc3F)cc2CNCCn2nc(C)cc2C)cc1 | 0.2% | 0.2% | -1.4 | 87 | -1% | 1.5% | -3% | 3% | -1% | 13%
COc1ccc(N(CC(=O)Nc2cc(Cl)ccc2C)S(=O)(=O)c2c(C)n[nH]c2C)cc1 | -0.2% | 0.3% | 1.2 | 56 | -2% | 0.2% | 12% | 8% | 6% | -7%
COc1ccc(OC)c(NC(=O)c2cc3sccc3n2C)c1 | 7.7% | 0.2% | 5.2 | 59 | 10% | -0.9% | -6% | -1% | -1% | -4%
N#CC(C(=O)c1ccco1)c1ccccn1 (configuration not stated) | 1.9% | 0.6% | -0.8 | 55 | 10% | -1.8% | -1% | 2% | 0% | 7%
